HEK293 tox: qHTS of GLP-1 Receptor Inverse Agonists: Cytotox Screen. HEK293 cAMP-luciferase reporter cells, luminescence, 24 h. AID 624418, 2012. Potency, µM (top dose mostly 38.3 µM), for inactives: at the highest dose activity change, negative = inhibition, most hits filed as inhibitors. 410,000 compounds, 0.13% hits;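 also: loss of luciferase light is scored as toxicity; potency is read from the fitted curve at half-maximal effect; % is scaled to controls: 0 for no effect and ±100 for the full control effect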
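MLSMR compounds, 24 hr on cells at 37 deg C/5% CO2; luminescence after luciferase reagent (12 min RT). Inhibition counted as the undesired cytotoxic outcome.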
KB-V1 cytotox: qHTS assay for MDR1-selective chemotherapeutics: Primary screen using the drug-selected MDR subline cells KB-V1 | Potency, µM (series often up to 46.1 µM), for the others: at the top dose activity change, negative = cytotoxicity, hits mostly cytotoxic | KB-V1 MDR cells viability, CellTiter-Glo, 72 h | AID 1347076, 2019 | 400,000 compounds, 3.4% hits; also: potency is read from the fitted curve at half-maximal effect; % is scaled to controls: 0 for no effect and ±100 for the full control effect; nearly all actives have a fitted effect of over 60% in size
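Compound-treated KB-V1 multidrug-resistant cells, 72 h, 37 degrees C; viability by CellTiter-Glo. Fitted qHTS curves give the values.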
D3 antag: qHTS of D3 Dopamine Receptor Antagonist: qHTS; D(3) dopamine receptor (Homo sapiens), P35462; D3R cells, DiscoveRx beta-arrestin luminescence, antagonist mode; stronger effect = lower value; max response, negative = inhibition, %; 360,000 compounds, 2.5% hits; in the data active = max response below about -50%; inconclusive = no clear call, values can overlap the other calls; also: % is scaled to controls: 0 for no effect and ±100 for the full control effect; mostly tested at two doses, the higher about 12 µM
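Cells plated overnight at 1500 cells/well, then exposed to library compounds with dopamine controls for 90 minutes at 37 degrees C. DiscoveRx reagent added for 30–60 minutes at room temperature; luminescence read, quantitative HTS format.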
DRD3 agonist: qHTS of D3 Dopamine Receptor Agonist: qHTS | D(3) dopamine receptor (Homo sapiens), P35462 | D3R DiscoveRx beta-arrestin cells, luminescence, 90 min | max activation, % | 410,000 compounds, 0.58% hits; in the data active = max activation above about 30%; also: 0% is about no effect; mostly tested at two doses, the higher about 12 µM
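Agonist mode: compounds and dopamine controls were applied to plated cells for 90 min at 37 degrees C after an overnight attachment at 1500 cells/well. Luminescent read-out followed 30 - 60 minutes at room temperature with DiscoveRx detection reagent.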
GLP1R ag: qHTS of GLP-1 Receptor Agonists | HEK293 GLP-1R CRE-luciferase, luminescence, 4-6 h; cells express a hypersensitive GLP-1R form | Potency, µM (series often up to 45.6 µM), inactives show top-dose activation, actives largely listed as activators | 380,000 compounds, 0.007% hits | AID 624172, 2012; also: potency is read from the fitted curve at half-maximal effect; % of control where 0% means no effect
Target sequence (P43220 whole entry, looked up): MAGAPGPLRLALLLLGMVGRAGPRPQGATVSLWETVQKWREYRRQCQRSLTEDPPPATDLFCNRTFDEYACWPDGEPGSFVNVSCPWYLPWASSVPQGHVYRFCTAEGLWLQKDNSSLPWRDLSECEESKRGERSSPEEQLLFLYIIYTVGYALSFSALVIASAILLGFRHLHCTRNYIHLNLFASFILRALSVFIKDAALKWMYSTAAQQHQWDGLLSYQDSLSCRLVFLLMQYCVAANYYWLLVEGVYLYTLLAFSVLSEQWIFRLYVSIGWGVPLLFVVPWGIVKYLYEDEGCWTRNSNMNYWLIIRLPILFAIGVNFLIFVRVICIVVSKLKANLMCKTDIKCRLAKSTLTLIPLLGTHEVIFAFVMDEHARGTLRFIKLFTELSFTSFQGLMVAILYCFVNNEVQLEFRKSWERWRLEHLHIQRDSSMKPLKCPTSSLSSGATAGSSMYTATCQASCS
GLP-1R inv ag: qHTS of GLP-1 Receptor Inverse Agonists (Inhibition Mode); Potency, µM (doses to about 38.3 µM), for inactives: at the top dose activity change, negative = inhibition, usual class: inhibitors; Glucagon-like peptide 1 receptor (Homo sapiens), P43220; HEK293 GLP-1R CRE-luciferase, luminescence, 24 h; GLP-1R form is constitutively active; 410,000 compounds, 1.6% hits; also: potency is read from the fitted curve at half-maximal effect; % is scaled to controls: 0 for no effect and ±100 for the full control effect; nearly all actives have a fitted effect of over 55% in size
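Assay principle: reduced luminescence from a cAMP-responsive reporter in HEK293 cells co-expressing a constitutively active GLP-1R. Conditions: 24 hr compound incubation, 37 deg C, 5% CO2.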
TDP43 rescue: qHTS of TDP-43 Inhibitors; TDP-43 expressing yeast growth rescue, BacTiter-Glo, 24 h; Potency, µM (titrated, usually from 46.1 µM), for the others: at the highest dose growth rescue (activation), actives largely listed as activators; 410,000 compounds, 1.8% hits; AID 652104, 2013; also: potency is read from the fitted curve at half-maximal effect; % of control where 0% means no effect; nearly all actives have a fitted effect of over 50% in size
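Galactose-induced TDP-43 yeast, OD600=0.02, compound pinned; 24 hr, 30 deg C; BacTiter-Glo luminescence for growth. Inhibitors of TDP-43 toxicity read as activators.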
aSyn yeast inh: qHTS of alpha-syn Inhibitors; Yeast expressing alpha-synuclein, growth rescue, BacTiter-Glo, 24 h; AID 652106, 2013; 370,000 compounds, 0.14% hits; Potency, µM (series often up to 46.1 µM), without a hit: at the top dose growth rescue (activation), most hits filed as activators; also: potency is read from the fitted curve at half-maximal effect; % of control where 0% means no effect; nearly all actives have a fitted effect of over 65% in size
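Galactose-induced alpha-syn yeast (OD600=0.02, raffinose-pregrown) + pinned cpd, 24 hr, 30 deg C; growth by BacTiter-Glo luminescence. Growth restoration scores as activation.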
PTHR1 agonist: qHTS for PTHR1 Agonists: Primary Screen | Potency, µM (highest dose often 115 µM), inactives show at the highest dose activation, usual class: activators | HEK293 GP2 PTHR1 cells, GloSensor cAMP luminescence, 1 h | 410,000 compounds, 0.075% hits; also: potency is read from the fitted curve at half-maximal effect; nearly all actives have a fitted effect of over 55% in size; some results filed as inactive show a strong effect at the top dose; inactives centre near -15; many of its hits are not listed in these tables
Target sequence (Q03431 whole entry, looked up): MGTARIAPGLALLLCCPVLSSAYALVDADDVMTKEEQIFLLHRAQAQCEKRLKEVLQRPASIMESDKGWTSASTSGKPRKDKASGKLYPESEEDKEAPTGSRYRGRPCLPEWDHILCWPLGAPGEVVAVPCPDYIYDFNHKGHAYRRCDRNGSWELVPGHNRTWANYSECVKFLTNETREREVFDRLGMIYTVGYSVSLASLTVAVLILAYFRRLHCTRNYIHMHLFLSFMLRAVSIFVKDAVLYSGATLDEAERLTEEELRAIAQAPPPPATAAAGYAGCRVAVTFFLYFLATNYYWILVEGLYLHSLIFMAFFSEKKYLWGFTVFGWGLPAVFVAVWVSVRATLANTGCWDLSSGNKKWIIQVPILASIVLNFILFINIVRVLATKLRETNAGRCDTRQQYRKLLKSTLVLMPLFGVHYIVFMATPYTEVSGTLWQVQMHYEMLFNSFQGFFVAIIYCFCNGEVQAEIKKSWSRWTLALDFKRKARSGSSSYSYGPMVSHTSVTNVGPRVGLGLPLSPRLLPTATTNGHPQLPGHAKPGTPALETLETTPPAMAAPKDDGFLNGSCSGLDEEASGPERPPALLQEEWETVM
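HEK-293-derived GP2 cells expressing PTHR1 and a GloSensor cAMP reporter, 3,000/well, plated overnight, given luciferin plus IBMX (each 0.5 mM as added) for 1 h at 37 °C, then compound for 1 h at 37 °C. Luminescence was read after 15 min at room temperature.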
Numbers without * were called inactive; i = inactive; ? = inconclusive; . = no result given; & = joins results of further samples; [ ] = dose if it differs, or a comment. Unless noted, calls follow the shape of the dose curve; as a rule, active = well fitted curve in the direction sought with a large enough effect; inconclusive = small, poorly fitted or top-dose-only effect, or another doubt; inactive = no such curve, though single readings can be large; an effect the other way counts as inactive or inconclusive. The list is partial; rates above refer to the full screens.

SMILES | HEK293 tox | KB-V1 cytotox | D3 antag | DRD3 agonist | GLP1R ag | GLP-1R inv ag | TDP43 rescue | aSyn yeast inh | PTHR1 agonist
CC(=O)C(N=Nc1ccccc1)(Sc1nnc(-c2ccccc2)n1-c1ccccc1)C(C)=O | -4% | 12µM* | -14 | -19 | -12% | -14% | 15% | 1% | -5%[57.5 µM]
O=C(O)c1c(Cl)nc2ccccn12 | 8% | 2% | -2 | -1 | 0% | 3% | -1% | 3% | i
CCn1c(SCC(=O)C(C)(C)C)nnc1-c1ccccn1 | 5% | ? | 8 | 5 | 7% | -5% | -3% | 1% | -6%[57.5 µM]
CC(=O)c1cc2c(=O)c3cc(C)ccc3oc2nc1C | 1% | 6% | 25 | 5 | 3% | 26% | -18% | 13% | -3%[57.5 µM]
O=C(CSc1nnc(CNC(=O)c2c(F)cccc2F)o1)NCc1ccco1 | -2% | 0% | -3 | -12 | -5% | -2% | 5% | -10% | -9%
Cc1cc(C)nc(NC(=O)c2cc(-c3ccc(C)s3)nc3ccccc23)c1 | 19% | ? | 36 | 1 | 0% | ? | ? | -3% | i
COc1ccc(NS(=O)(=O)c2ccc3c(c2)CCC(=O)N3)cc1O | 13% | -4% | 3 | 3 | 3% | 70%[activator] | -17% | -6% | i
O=C(O)CCCNC(=O)Cc1ccccc1 | -6% | ? | 3 | 6 | -4% | 15% | ? | 1% | -2%
COc1ccc(OC)c(C(O)c2ncc(-c3ccccc3OC)[nH]2)c1 (stereo not given) | 1% | ? | 16 | -3 | 6% | 27% | 19% | -1% | -21%
COc1ccc(C(=O)Nc2cc(=O)n(C)c(=O)n2C)cc1OC | -1% | -1% | 0 | -4 | -5% | -4% | 2% | -5% | -8%
O=C(NCCN1CCOCC1)c1cc2ccccc2o1 | -4% | 6% | ? | -4 | -5% | 4% | 16% | -1% | i
CCc1ccccc1NC(=O)Cn1nnc(-c2cccnc2)n1 | 6% | ? | 19 | 0 | 1% | 19% | 0% | -5% | -4%[57.5 µM]
CCNC(=S)N(CCCN(CC)CC)Cc1cc2cc3c(cc2[nH]c1=O)OCO3 | 2% | 23% | 9 | -2 | 16% | 16% | 13% | 4% | i
O=C(COC(=O)c1cc2ccccc2oc1=O)Nc1cccc(Br)c1 | 3% | 9% | -14 | 4 | -1% | 0% | 3% | -8% | -22%
CCc1ccc(C(=O)NC(CC(C)C)C(=O)O)cc1 (stereo not given) | 3% | ? | -20 | 11 | 18% | 0% | -27% | -8% | i
CCOC(=O)COc1ccc2c(C)cc(=O)oc2c1C(=O)c1ccccc1 | -7% | 11% | 4 | 0 | 3% | 25% | -20% | 6% | -5%
COc1ccccc1C(=O)NC(=O)COC(=O)c1cccc(C)c1O | 1% | 14% | 9 | 0 | -3% | 20% | -17% | -1% | -12%
Cc1nnc(CN(C)C(=O)c2cc(COc3ccc(F)cc3Cl)on2)o1 | 0% | -26% | -22 | -5 | -5% | 10% | 2% | 1% | i
NC(=O)c1nsc(C(=O)N(Cc2ccc(F)cc2)C(C(=O)NCC2CCCO2)c2ccc(F)cc2)c1N (stereo not given) | -7% | -36% | ? | -11 | 2% | -24% | -5% | 5% | -7%
COc1cc(OC)cc(-c2c(-c3cccs3)c3cc(-c4ccn[nH]4)ccc3n2C)c1 | -11% | 2% | 32 | 37* | -2% | -39% | 20% | -8% | -14%
CC(C)c1ccc(NC(=O)CN2C(=O)NC(Cc3c[nH]c4ccccc34)C2=O)cc1 (stereo not given) | ? | 2% | -20 | 2 | 0% | ? | 2% | -10% | -7%
O=C(Oc1ccc(C(=S)N2CCOCC2)cc1)c1ccc(Br)cc1 | -12% | 1% | 6 | 13 | 0% | 0% | 15% | 9% | -21%
Cc1ccc(S(=O)(=O)N(C)Cc2nc(-c3ccccc3)oc2C)cc1 | 0% | -5% | . | 1 | . | ? | 5% | . | -16%
COc1cc(CN2CCC(C)CC2)ccc1OCc1ccccc1 | -7% | 11% | ? | -25 | 10% | ? | 16% | 1% | ?
COc1nc(C)c2cc(C)oc2n1 | 6% | 4% | -2 | -8 | 0% | 31%[activator] | -19% | 0% | -6%
Carrying on:
SMILES | HEK293 tox | KB-V1 cytotox | D3 antag | DRD3 agonist | GLP1R ag | GLP-1R inv ag | TDP43 rescue | aSyn yeast inh | PTHR1 agonist
COc1ccccc1-n1nnnc1SCC(=O)Nc1oc(C)c2c(C)n[nH]c(=O)c12 | -3% | 18% | -3 | 5 | -1% | 4% | 25% | 4% | i
O=C(c1ccc(Br)o1)N1CCN=C1SCc1cccc(F)c1 | -1% | 11% | 4 | -2 | 12% | 6% | 19% | 4% | -7%
Cc1ccc(N(CC(=O)NCCc2ccccc2)C(=O)CCC(=O)Nc2cc(C)ccn2)cc1 | -15% | -29% | -11 | 12 | 8% | -12% | 10% | 11% | i
CC(=O)Nc1ccc(S(=O)(=O)N(Cc2ccco2)CC2CCCO2)cc1 (stereo not given) | 2% | ? | -11 | 0 | 1% | 0% | 12% | 1% | -13%
Cc1cc(C)c(NC(=O)Cn2cc(S(=O)(=O)Cc3ccccc3F)c3ccccc32)c(C)c1 | -6% | 10% | . | 4 | . | -27% | 16% | . | i
Cc1ccc(NC(=O)COC(=O)c2ccc(OC(F)F)cc2)cc1S(=O)(=O)N1CCCCC1 | 0% | -13% | -12 | 1 | -8% | 6% | -4% | -16% | -15%
O=C(Cn1cc(C(F)(F)F)ccc1=O)N/N=C/c1ccccc1O | -5% | -32% | 14 | 2 | 3% | ? | -15% | -3% | -39%[inhibitor]
CCN(CC(=O)Nc1cccc(S(N)(=O)=O)c1)Cc1nc2ccccc2c(=O)[nH]1 | ? | 14% | 12 | 8 | 4% | 2% | -1% | -8% | i
O=C(CSc1nc2ccccc2c(=O)n1CC1CCCO1)Nc1ccccc1 (stereo not given) | 0% | -1% | -3 | -10 | 20% | -21% | -23% | -5% | i
CCOc1ccc(NC(=O)NCCN2CCN(c3cccc(C)c3C)CC2)cc1 | -15%&-3% | -9%&3% | -59* | 63* | 4%&1% | -23%&-3% | 8%&9% | 2% | -12%&-19%
O=C(CCc1ccccc1)Nc1ccnn1C1CCN(C/C=C/c2ccccc2)CC1 | 8% | 6% | ? | -16 | 4% | ? | ? | -5% | i
O=C(O)C1=NN(c2ccccc2)C(=O)CC1 | 7% | ? | -4 | 1 | 5% | 0% | -16%[1.82 µM] | 4% | i
COc1ccc2[nH]c3c(c2c1)CCN1C(=O)C(CC(=O)NC(C)(C)C)C[C@H](C(=O)N2CCOCC2)[C@@]31CCC1CCCC1 (stereo not given in full) | -4% | -4% | 7 | 0 | 5% | 0% | 7% | 4% | i
N#CC1=C(N)Oc2n[nH]c(-c3cccnc3)c2C1c1ccc([N+](=O)[O-])o1 (stereo not given) | 1%[0.307 µM] | 2% | 1 | 2 | -23% | 0%[0.307 µM] | 16% | 4% | -5%
CCN(CC)CCCNC(=O)CSc1nc(C)cc(C)n1 | -2% | -3% | -28 | -23 | 0% | -7% | -22% | 7% | -17%
Cc1ccc(C)c(NC(c2ccccc2)c2nnc(-c3ccccc3F)o2)c1 (stereo not given) | 15% | 2% | . | 2 | . | ? | -4% | . | -36%[inhibitor]
CCOC(=O)c1ccc(Nc2ncnc3c2cnn3C)cc1 | ? | -8% | 3 | 5 | 13% | 56%[activator] | -1% | 1% | i
Cc1ccc(C)c(S(=O)(=O)c2nnn3c2nc(Nc2ccc(F)c(Cl)c2)c2sccc23)c1 | -14% | ? | . | 4 | . | 9% | 4% | . | -30%
CC(C)(C)NC(=O)CN(C(=O)C1CSC(=O)C1)c1ccccc1F (stereo not given) | 5% | 16% | 12 | 11 | 10% | 58%[activator] | -16%[0.397 µM] | -10% | -3%
C=CCNC(=O)COc1ccccc1C#N | -4% | ? | -1 | 3 | 1% | 14% | 19% | -1% | -2%
O=C(CN(C(=O)CNC(=O)c1cccs1)c1ccccc1F)NC1CCCCC1 | -7% | -2% | 13 | 1 | 6% | -7% | -24% | 8% | -9%
O=C(c1ccc2c(Cl)c3c(nc2c1)CCCC3)N1CCN(c2cccc(C(F)(F)F)c2)CC1 | -11% | ? | . | 1 | 0% | -15% | 26% | . | 10%
O=C(NCC1CCCO1)C(c1ccc(F)cc1)N(CCCN1CCOCC1)C(=O)c1ccc(-c2ccccc2)[nH]1 (stereo not given) | -14% | 9% | -9 | -11 | 6% | ? | -22% | -3% | i
c1ccc(Nc2ncnc3c2oc2ccccc23)cc1 | -26% | -8% | -15 | 0 | 17% | 8% | ? | -17% | -25%
CC1(C)OC(=O)C2=C(C[C@@H](CCc3ccccc3)O[C@@H]2c2ccc(F)cc2)O1 | 5% | ? | 19 | 10 | 5% | ? | 11% | 26% | -31%[inhibitor]
CCOC(=O)C[C@H]1c2ccc(C(F)(F)F)cc2S(=O)(=O)N1Cc1ccccc1 | 0% | ? | 0 | -6 | 9% | -18% | ? | 3% | 0%

Among those listed so far, these have a CF3 group.
SMILES | HEK293 tox | KB-V1 cytotox | D3 antag | DRD3 agonist | GLP1R ag | GLP-1R inv ag | TDP43 rescue | aSyn yeast inh | PTHR1 agonist
O=C(Cn1cc(C(F)(F)F)ccc1=O)N/N=C/c1ccccc1O | -5% | -32% | 14 | 2 | 3% | ? | -15% | -3% | -39%[inhibitor]
O=C(c1ccc2c(Cl)c3c(nc2c1)CCCC3)N1CCN(c2cccc(C(F)(F)F)c2)CC1 | -11% | ? | . | 1 | 0% | -15% | 26% | . | 10%
CCOC(=O)C[C@H]1c2ccc(C(F)(F)F)cc2S(=O)(=O)N1Cc1ccccc1 | 0% | ? | 0 | -6 | 9% | -18% | ? | 3% | 0%

Assay outcomes from PubChem BioAssay.
